KCNQ2 block: KCNQ2 potassium channel inhibitors, primary screen, cell-based, CHO-K1, FluxOR thallium flux, B-score (AID 2156); 20 min; hits give low values; B-score at 10 µM; hit rate 1.1% among 310,000;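 active means fluorescence ratio B-score at most minus 3 library SDs, with starting brightness B-score within 2 library SDs, cut at about -5.5 in these data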
Target sequence (O88943 whole entry, looked up): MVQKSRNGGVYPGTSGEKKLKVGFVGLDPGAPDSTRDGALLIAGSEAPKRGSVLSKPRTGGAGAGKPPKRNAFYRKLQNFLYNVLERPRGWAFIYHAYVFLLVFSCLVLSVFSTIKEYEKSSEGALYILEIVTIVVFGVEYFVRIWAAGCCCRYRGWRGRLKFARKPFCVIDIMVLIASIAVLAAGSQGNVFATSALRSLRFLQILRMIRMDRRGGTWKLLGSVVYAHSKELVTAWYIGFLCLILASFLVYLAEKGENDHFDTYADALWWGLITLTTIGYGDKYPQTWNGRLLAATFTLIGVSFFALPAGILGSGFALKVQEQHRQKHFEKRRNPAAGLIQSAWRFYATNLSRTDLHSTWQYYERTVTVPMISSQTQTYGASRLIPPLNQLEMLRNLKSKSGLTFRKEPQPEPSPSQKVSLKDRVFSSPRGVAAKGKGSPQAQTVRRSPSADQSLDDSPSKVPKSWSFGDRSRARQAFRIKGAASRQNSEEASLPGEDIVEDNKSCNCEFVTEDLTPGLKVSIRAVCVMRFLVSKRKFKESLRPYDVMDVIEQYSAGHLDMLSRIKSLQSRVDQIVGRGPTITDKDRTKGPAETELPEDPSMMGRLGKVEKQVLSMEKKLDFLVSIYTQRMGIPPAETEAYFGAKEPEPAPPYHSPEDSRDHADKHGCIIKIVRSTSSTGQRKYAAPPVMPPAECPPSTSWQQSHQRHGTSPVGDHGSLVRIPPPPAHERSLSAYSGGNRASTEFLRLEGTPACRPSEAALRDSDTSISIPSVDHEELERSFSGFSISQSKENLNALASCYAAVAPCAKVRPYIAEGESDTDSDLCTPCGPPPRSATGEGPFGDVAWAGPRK
OX1R antag: OX1R (human) antagonism | OX1R-expressing cells, FRET antagonist read-out | inhibition, % at 6.6 µM | hit rate 1.8% among 330,000; in the data active means inhibition mostly above about 38%, no sharp cut-off; inactive means mostly below about 40%;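 further: 0% = agonist challenge alone and 100% = reference antagonist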
STK33 kinase inh: inhibitors of human STK33 kinase; purified STK33, MBP phosphorylation, ADP-Glo luminescence; Q9BYT3; hit rate 0.073% among 320,000; inhibition, % at 10 µM;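 active means inhibition at or above 25%, using the most active replicate where run in duplicate; inactive means inhibition below 25%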
Numbers without * were called inactive; i = inactive; · = not tested or not shown. Compounds were not picked by outcome; any-hit rate near 2.7%.

SMILES | KCNQ2 block | OX1R antag | STK33 kinase inh
O=C(OCC(=O)N1CCc2ccccc21)c1ccc([N+](=O)[O-])cc1 | · | 2 | 1.1
CCc1ccc(N(C(C)=O)C2C=CS(=O)(=O)C2)cc1 (stereo not given) | i | 8 | -0.2
COc1ccc(CCN2CC(C(=O)NCCN3CCOC3=O)CCC2=O)cc1 (stereo not given) | i | 11 | 0.0
COc1ccc(-c2nc3n(c(=O)c2C#N)CCCS3)cc1 | i | 9 | 0.6
Cc1ccc(S(=O)(=O)N(C(=O)c2ccco2)c2cc3sc(=O)oc3c3ccccc23)cc1 | i | 10 | 1.1
COc1ccc(-c2noc(N3CCC(C(=O)NCc4ccc(F)cc4)CC3)n2)cc1 | i | 12 | -1.1
COc1ccc(C(=O)CCN2CCN(c3ccccc3OC)CC2)cc1 | i | 10 | -0.8
CCS(=O)(=O)N1CCCC(C(=O)NCCc2ccc(OC)c(OC)c2)C1 (stereo not given) | i | 29 | -0.3
COc1ccc(CNC(=O)CN(C)Cc2ccccc2F)cc1OC | i | 11 | -2.0
COc1ccccc1NC(=O)c1ccccc1S(=O)(=O)c1ccc([N+](=O)[O-])cc1 | i | 20 | 1.0
C=CCOc1ccc(/C=C/C(=O)OCc2csc(CC(=O)Nc3ccccc3C)n2)cc1 | · | 3 | -1.5
COc1ccccc1NC(=O)C(CC=C(Cl)Cl)C(C)=O (stereo not given) | i | 19 | 0.1
Cc1ccc2c(c1)[C@H]1[C@H](CO2)[C@H](c2ccccc2)[C@]2(C)C(=O)N(Cc3ccccc3)CC(=O)N12 | · | 18 | -0.7
Cc1cc(/C=C(/C#N)C(=O)Nc2ccc(Cl)cc2)c(C)n1-c1cccnc1 | i | 21 | ·
COc1ccc(C(=O)Nc2c(N)nc(SCC(=O)N3CCC(C)CC3)[nH]c2=O)cc1 | i | 16 | -0.1
CCC(=O)c1cn(CC(=O)Nc2ccccc2)c2ccccc12 | i | 12 | -1.1
CCc1ccc(C2=NN(C(C)=O)C(c3ccco3)C2)cc1 (stereo not given) | i | 30 | ·
CCOC(=O)c1ccc(N2CCOCC2)c(NS(=O)(=O)c2ccc(F)cc2)c1 | i | 24 | -2.0
CCN(CC1CCCN(CCc2cccc(F)c2)C1)C(=O)c1ccc(CSC)o1 (stereo not given) | i | 11 | -1.1
COc1ccc(-c2csc3nc(C)n(-n4cccc4)c(=O)c23)cc1OC | i | 8 | 0.1
Cn1cc(C(=O)N2CCN(c3ccccc3)CC2)c(=O)c2cc(S(=O)(=O)N3CCOCC3)ccc21 | i | 11 | -1.3
O=C(/C=C/c1ccco1)Nc1cccc2cccnc12 | i | 28 | 0.1
CC(C)CC(NC(=O)C(NC(=O)OC(C)(C)C)C(C)C)C(=O)N1CCCC1C(N)=O (stereo not given) | i | 1 | -0.3
CC1(C)CC(=O)C2=C(C1)NC(SCC(N)=O)=C(C#N)C21CCCCC1 | i | 8 | 0.1
CCCCC(c1nnnn1CC1CCCO1)N1CCN(Cc2ccccc2)CC1 (stereo not given) | i | 20 | -2.3
CCOc1ccc2nc(NCCCNS(=O)(=O)c3ccc(C)cc3)c(C#N)cc2c1 | i | -7 | -1.5
COc1cc2c(cc1OC)C(c1ccccc1)N(C(=O)c1ccccc1)CC2 (stereo not given) | i | -1 | 1.5
O=C(Nc1ccc2c(c1)OCO2)c1cc(-c2ccccc2Cl)on1 | i | 19 | -0.3
CC1CCCN(C(=O)COc2ccc(-c3ccccc3)cc2)C1 (stereo not given) | i | 13 | 0.8
Cc1ccc(-n2nc(C)c3onc(C)c3c2=O)cc1 | i | 6 | -0.4
CCOC(=O)c1cnc2ccc(Br)cc2c1NCCO | i | 4 | 1.2
O=[N+]([O-])c1ccc(N2CCN(c3ccc(O)cc3)CC2)cn1 | i | 31 | 1.9
CCOc1ccc(NC(=O)C2CCCN(S(=O)(=O)c3cnc[nH]3)C2)cc1 (stereo not given) | i | 4 | 0.3
CN(CC(=O)Nc1ccccc1Sc1ccccc1)Cc1nc2ccccc2c(=O)[nH]1 | i | 14 | -1.8
CC(C)NC(=O)N(C)C[C@H]1Oc2ccc(NC(=O)Nc3ccccc3)cc2C(=O)N([C@H](C)CO)C[C@@H]1C | · | 2 | -0.5
COc1ccccc1C(O)Cc1nc2ccccc2n1C (stereo not given) | i | 3 | -2.7
CCC(C)[C@H](NC(=O)N1CCn2c1nc1ccccc12)C(=O)NCCc1ccc(OC)c(OC)c1 (stereo not given in full) | i | 13 | -0.2
CCOC(=O)c1ccc(NC(=S)N(CCCN2CCCC(C)C2)Cc2cccs2)cc1 (stereo not given) | i | 19 | 0.2
Cc1ccc(CN2CCSc3ccc(C(=O)NC4CCCC4)cc32)cc1 | i | 9 | 0.0
Cc1ccc(OCC(=O)N/N=C/c2cn[nH]c2-c2ccc(Cl)c(Cl)c2)cc1 | i | 24 | -2.6
CCCCNC(=O)Nc1nnc(-c2ccccc2)o1 | i | 1 | -0.3
CC(NS(=O)(=O)c1ccccc1)C(=O)Nc1nccs1 (stereo not given) | i | 6 | -1.0
COc1ccc(C2CC(c3ccccc3)=NN2C(=O)CN2CCN(Cc3ccccc3)CC2)cc1 (stereo not given) | i | 27 | -0.8
NCCc1nnc(SCc2c(F)cccc2Cl)o1 | i | 5 | -0.5
C[S+](CC[C@H](N)C(=O)O)C[C@H]1O[C@@H](n2cnc3c(N)ncnc32)[C@H](O)[C@@H]1O (stereo not given in full) | · | 14 | 0.6
Cc1cnc(NC(=O)CSC(=S)N2CCOCC2)s1 | i | 8 | -0.1
CCOC(=O)NC(=O)C(=CNc1ccc(C)cc1)C(=O)NC(=O)OCC | i | 21 | -0.4
Oc1ccccc1-c1nc(N2CCN(Cc3ccccc3)CC2)c2ccccc2n1 | i | 18 | 6.0
CCOCCCN1C(=O)CN(C2CCCCCC2)C(=O)C1c1ccc(OC)cc1 (stereo not given) | i | 21 | -0.6
O=C(Cn1nc(-c2ccco2)ccc1=O)Nc1ccc(Br)cc1 | i | 12 | -1.1
CN(C)C(=O)c1cc(C(=O)c2ccccc2)c[nH]1 | i | -2 | -1.0
CCOc1ccc(/C=N/NC(=O)C2CC2)c(OCC)c1 | i | · | 0.2
Cc1onc(-c2ccccc2Cl)c1C(=O)Nc1ccc(-c2cn3cccnc3n2)cc1 | i | 46* | 25
COc1cccc(NC(=O)c2ccc(NC(=O)C(C)C)cc2)c1 | i | 23 | -1.4
COc1ccc2ccccc2c1C(O)c1nccn1C (stereo not given) | i | 64* | -0.1
Cc1cccn2c(=O)c3cc(S(=O)(=O)c4ccccc4)c(=N)n(Cc4cccnc4)c3nc12 | i | 16 | -1.9
COc1cc(C2C3=C(CC(C)(C)CC3=O)N(C)C3=C2C(=O)CC(C)(C)C3)cc(Br)c1O | i | 16 | -0.7
Cc1ccccc1NC(=O)c1cccc(C(=O)Nc2ccccc2C)c1 | i | 11 | 0.5
COc1ccc(-n2c(=S)[nH]c3cc(C(=O)NCc4ccccc4OC)ccc3c2=O)c(OC)c1 | i | 9 | 0.1
CCOC(=O)c1oc2ccccc2c1COC(=O)CNC(=O)c1ccccc1 | i | 21 | -1.9

Continuation:
SMILES | KCNQ2 block | OX1R antag | STK33 kinase inh
CN(CC(=O)N1CCN(Cc2ccccc2)CC1)C(=O)Cc1cccc2ccccc12 | · | 5 | -0.1
O=C(O)c1ccc(S(=O)(=O)N(Cc2ccccc2)Cc2ccccc2)cc1 | i | -5 | -1.9
COc1ccc(NC(=O)C(C)SCc2ccccc2)cc1OC (stereo not given) | i | 8 | -1.4
CCOc1ccccc1C(=O)NCC(=O)OCC(=O)c1c(N)n(C)c(=O)n(C)c1=O | · | 0 | 0.1
Cc1ccc(CNC(=O)NC23CC4CC(CC(C4)C2)C3)cc1 | i | 15 | -0.5
COc1ccccc1NC(=O)CN(c1ccccc1F)S(C)(=O)=O | i | 12 | -0.4
O=C(NNC(=O)c1cc(Br)ccc1O)c1csc(N2CCOCC2)n1 | · | 4 | -1.5
CCN(C(=O)CCCC(=O)N(CC)c1ccccc1)c1ccccc1 | i | 5 | -1.2
CC(NC(=O)[C@H](NC(=O)[C@@H]1Cc2ccccc2CN1)c1ccccc1)c1ccccc1 (stereo not given in full) | i | 50* | -0.7
C/C(=C\c1cccc(Cl)c1)C(=O)c1c(C)cc(C)[nH]c1=O | i | -4 | -0.2
COc1cc(-c2nc3c(c(C)nn3-c3ccccc3)c3cc(OC)c(OC)cc23)ccc1O | i | 21 | -1.9
COC(=O)Cn1c(=O)c2c(nc3n2CC(C)CN3c2ccc(C)c(C)c2)n(C)c1=O (stereo not given) | i | 0 | 1.7
C=CCn1c(SCC(=O)Nc2ccc(O)cc2)nc2sc(CC)cc2c1=O | i | 6 | -0.9
O=C(O/N=C(/c1ccccc1)c1ccncc1)c1cccc(F)c1 | i | 11 | -3.8
CCN(C(=O)COC(=O)/C=C/c1ccccc1)C1CCCCC1 | i | 15 | 0.2
COc1ccccc1CC(=O)Nc1ccc2[nH]ncc2c1 | i | 8 | 1.6
CC(C)CC(C(=O)NC1CCCC1)N(Cc1ccc2c(c1)OCO2)C(=O)c1snc(C(N)=O)c1N (stereo not given) | i | 8 | 1.0
O=C(O)CCC(=O)Nc1cc(C(F)(F)F)cc(C(F)(F)F)c1 | i | 2 | -1.9
CCCN(CC(=O)Nc1ccccc1C)C(=O)C1CCCN(C(=O)c2ccc(Cl)cc2)C1 (stereo not given) | · | 6 | -0.9
O=C(COC(=O)c1ccc(F)cc1)Nc1nc2ccc([N+](=O)[O-])cc2s1 | i | 42 | 0.5
Cc1cc(NC(=O)CCN2C(=O)/C(=C/c3ccccc3F)SC2=S)no1 | i | 1 | -0.9
c1ccc(Oc2cccc(CN3CCCCC3)c2)cc1 | i | -1 | -6.7
Cc1noc2ncnc(SCc3ccc(C(F)(F)F)cc3)c12 | i | 21 | -0.8
COc1ccc(N2CC(C(=O)Nc3ccc4c(c3)OCCO4)CC2=O)cc1 (stereo not given) | i | 2 | -0.7
Cc1cc(NC(=O)NC2CCCN2S(=O)(=O)c2ccc(Cl)cc2)no1 (stereo not given) | i | 44 | -2.1
Cc1cc(/C=C2\SC(=S)NC2=O)cc(C)c1O | i | 46* | 0.7
CC(=O)N1N=C(c2ccccc2)CC1c1cccs1 (stereo not given) | i | · | -1.8
O=C(CSc1nncc2ccccc12)N1CCCCC1 | i | 29 | -2.2
CC(=O)Nc1cccc(NC(=O)c2cc3ccccc3o2)c1 | i | 16 | 5.2
CCCC(C(=O)N1CCOCC1)N1C(=O)C2C3C=CC(C3)C2C1=O (stereo not given) | i | 1 | -2.4
CCOCCCNC(=O)/C(C#N)=C/c1ccc([N+](=O)[O-])o1 | i | 27 | 0.1
O=C(Nc1cccc(F)c1)OC(CN1CCCCC1)C(F)(F)F (stereo not given) | i | 26 | -0.2
CN(C)C(=O)/C=C\c1cn(-c2ccccc2)nc1-c1ccc2c(c1)OCCO2 | i | 17 | -1.2
O=C(CN1CCCC1)Nc1c(C(=O)C2CC2)oc2ccccc12 | i | 8 | -1.9
O=C(CSc1nc2[nH]ncc2c(=O)[nH]1)NCc1ccccc1 | i | 7 | -1.5
CC(=NCCN1CCN(C(C)=C2C(=O)c3ccccc3C2=O)CC1)C1=C(O)CC(C)(C)CC1=O | i | 21 | -0.6
O=C(Cn1cc(Cl)c([N+](=O)[O-])n1)NCCC1=CCCCC1 | i | 12 | -1.6
C=C(C)C(=O)N1CC2(CC(c3cccc(NC(=O)CC)c3)=NO2)C[C@H]1C(N)=O (stereo not given in full) | i | 12 | -0.5

Entries from the list above that contain fluorine:
SMILES | KCNQ2 block | OX1R antag | STK33 kinase inh
COc1ccc(-c2noc(N3CCC(C(=O)NCc4ccc(F)cc4)CC3)n2)cc1 | i | 12 | -1.1
COc1ccc(CNC(=O)CN(C)Cc2ccccc2F)cc1OC | i | 11 | -2.0
CCOC(=O)c1ccc(N2CCOCC2)c(NS(=O)(=O)c2ccc(F)cc2)c1 | i | 24 | -2.0
CCN(CC1CCCN(CCc2cccc(F)c2)C1)C(=O)c1ccc(CSC)o1 (stereo not given) | i | 11 | -1.1
NCCc1nnc(SCc2c(F)cccc2Cl)o1 | i | 5 | -0.5
COc1ccccc1NC(=O)CN(c1ccccc1F)S(C)(=O)=O | i | 12 | -0.4
O=C(O/N=C(/c1ccccc1)c1ccncc1)c1cccc(F)c1 | i | 11 | -3.8
O=C(O)CCC(=O)Nc1cc(C(F)(F)F)cc(C(F)(F)F)c1 | i | 2 | -1.9
O=C(COC(=O)c1ccc(F)cc1)Nc1nc2ccc([N+](=O)[O-])cc2s1 | i | 42 | 0.5
Cc1cc(NC(=O)CCN2C(=O)/C(=C/c3ccccc3F)SC2=S)no1 | i | 1 | -0.9
Cc1noc2ncnc(SCc3ccc(C(F)(F)F)cc3)c12 | i | 21 | -0.8
O=C(Nc1cccc(F)c1)OC(CN1CCCCC1)C(F)(F)F (stereo not given) | i | 26 | -0.2

Compound activity: PubChem, several laboratories
